PPC-1+TRAIL kill: compounds killing PPC-1 cancer cells with TRAIL present (potentiator screen, no TRAIL-free arm); AID 1443; cell killing (% activity), % at 4 µM; 220,000 compounds, 0.41% hits; PPC-1 cells + TRAIL, ATPLite viability luminescence;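 active means cell killing above 50% in the first pass at 4 µM, then a duplicate retest at 5 µM averaging 50% or more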;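 further: plate controls were cells with TRAIL plus DMSO for no effect and medium-only wells lacking cells for full effect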
TNF necrop inh: blocks TNF-alpha induced death of Jurkat FADD-/- cells. activation (protection from cell death), % at 10 µM. 220,000 compounds, 0.068% hits. Jurkat FADD-/- TNF necroptosis rescue, ATP luminescence, 24 h; 0 = TNF only, 100 = no-TNF cells;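 active means activation, meaning protection from cell death, of at least 50% relative to plate controls; inactive means activation below 50%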;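 further: necroptosis triggered by 40 ng/mL TNF-alpha added together with compound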
Wee1 stabilizer: inhibitors of human Wee1 degradation. P30291. HeLa Luc-Wee1K328M stability, luciferase luminescence; 100% = proteasome inhibitor MG132 effect. reporter increase, % at 5 µM. 220,000 compounds, 1.2% hits;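 active means activation above the mean of all tested compounds plus 3 SD, set per screening run, cut at about 8.8% in these data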;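 further: cells exposed to compound for 20 h before luminescence read; 0% = DMSO alone and 100% = MG132 at 30 µM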
TRPN1 ag: activates the zebrafish TRPN1 channel. activation, % at 3 µM. 220,000 compounds, 0.18% hits. AID 1424. HEK293 zebrafish TRPN1-YFP, Fluo-8 calcium fluorescence; 100% = response to 87 µM carbachol;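 active means activation above its plate's cutoff, the mean activation of test wells on that plate plus 3 SD, cut at about 19% in these data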;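 further: 0% = DMSO alone and 100% = 87 µM carbachol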
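Material: zebrafish TRPN1-YFP in HEK293 cells. Doses: one dose of 3 µM, 0.3% DMSO. Incubation: dye 1 h 37 °C plus 30 min RT. Measured by: intracellular calcium fluorescence with Fluo-8.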
BaF3 parental: parental Ba/F3 viability inhibition as JAK2V617F counter-screen. CellTiter-Glo ATP luminescence. inhibition, % at 5.6 µM. 220,000 compounds, 1.1% hits;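 active means inhibition above a per-campaign cutoff, the mean inhibition of all tested compounds plus 3 SD, cut at about 27% in these data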;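 further: 0% = DMSO wells and 100% = JAK Inhibitor I control wells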
CHOP inh: inhibitors of CHOP induction in ER stress response. CHO-K1 CHOP-promoter luciferase, tunicamycin-induced, 15-18 h. inhibition, % at 10 µM. 220,000 compounds, 3.8% hits;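 active means compounds that reduced the stress-induced luciferase reporter signal by more than about 70% of percent inhibition, limit read from the data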;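 further: 0% = tunicamycin plus vehicle and 100% = wells without tunicamycin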
TRPML3 agonist: agonists of human TRPML3 channel | 220,000 compounds, 0.29% hits | HEK293 TRPML3-YFP, Fluo-8 calcium fluorescence; 100% = the carbachol control signal | activation, % at 3 µM | Q8TDD5;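 active means activation above its plate's cutoff, the mean activation of the plate's test wells plus 3 SD, cut at about 12% in these data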;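 further: 0% = DMSO only wells and 100% = carbachol wells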
Target sequence (Q8TDD5 whole entry, looked up): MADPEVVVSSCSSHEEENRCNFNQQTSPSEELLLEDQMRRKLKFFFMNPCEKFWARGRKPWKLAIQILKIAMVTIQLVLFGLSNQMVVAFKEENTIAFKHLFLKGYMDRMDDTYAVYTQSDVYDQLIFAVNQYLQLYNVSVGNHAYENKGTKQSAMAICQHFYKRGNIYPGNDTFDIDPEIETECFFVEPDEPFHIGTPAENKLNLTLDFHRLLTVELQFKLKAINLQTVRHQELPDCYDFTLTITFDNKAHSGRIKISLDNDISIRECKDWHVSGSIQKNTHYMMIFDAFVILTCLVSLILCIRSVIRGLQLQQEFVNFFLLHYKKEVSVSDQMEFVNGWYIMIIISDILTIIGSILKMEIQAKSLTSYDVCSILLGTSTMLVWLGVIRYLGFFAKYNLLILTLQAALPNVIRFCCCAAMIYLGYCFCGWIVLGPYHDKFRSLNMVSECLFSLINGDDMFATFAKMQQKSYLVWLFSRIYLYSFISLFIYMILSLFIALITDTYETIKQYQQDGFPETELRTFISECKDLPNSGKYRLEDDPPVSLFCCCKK
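Test system: TRPML3-YFP stable HEK293 cells. Doses: single point at 3 µM. Incubation: dye loading 1 h 37 °C then 30 min ambient, 125 s read. Signal: Fluo-8 calcium dye fluorescence, ex 470-495, em 515-575 nm. Measure: percent activation from peak-to-basal fluorescence ratio, scaled between DMSO and carbachol.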
Ba/F3 V617F tox: lowers viability of Ba/F3 cells expressing EpoR and JAK2V617F | 220,000 compounds, 1.1% hits | inhibition, % at 5.6 µM | ATP luminescence;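 active means inhibition above the campaign mean plus 3 SD over all tested compounds, cut at about 24% in these data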;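 further: cytokine-independent growth of Ba/F3 cells driven by EpoR plus mutant JAK2; 0% = DMSO-treated cells and 100% = JAK inhibitor I control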
RBBP9 inh: human RBBP9 hydrolase inhibition; O75884; 220,000 compounds, 0.2% hits; AID 1515; inhibition, % at 7.94 µM; recombinant RBBP9, FP-Rh probe fluorescence polarization;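 active means inhibition above the campaign mean of all tested compounds plus 3 SD, cut at about 14% in these data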;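 further: plate controls were DMSO wells with RBBP9 for no effect and wells lacking RBBP9 protein for full effect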
Target sequence (O75884 whole entry, looked up): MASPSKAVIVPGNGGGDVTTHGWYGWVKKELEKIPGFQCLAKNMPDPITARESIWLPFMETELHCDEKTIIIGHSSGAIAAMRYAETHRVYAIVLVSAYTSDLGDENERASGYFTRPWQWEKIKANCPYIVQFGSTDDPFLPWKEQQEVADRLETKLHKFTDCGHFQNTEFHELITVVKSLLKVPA
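Assay system: recombinant human RBBP9; Reagent: Serine-hydrolase probe FP-Rh, 375 nM pre-mixing; Doses: 7.94 µM single dose, 0.794% DMSO; Incubation: 30 min then 45 min, 25 °C; Detection: fluorescence polarization (mP), excitation 525 nm, emission 598 nm; Evaluation: percent inhibition from mP, scaled between DMSO and no-protein wells.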
Numbers without * were called inactive; / = not tested or not shown.

SMILES	PPC-1+TRAIL kill	TNF necrop inh	Wee1 stabilizer	TRPN1 ag	BaF3 parental	CHOP inh	TRPML3 agonist	Ba/F3 V617F tox	RBBP9 inh
CC1(C)CC(=O)C(C(=S)Nc2ccccc2)=C(NC2CC(C)(C)NC(C)(C)C2)C1	1	4.2	-1	1.3	1	3	1.0	-3	-5
CC(=O)NCc1cc(-c2ccc(Cl)cc2)no1	-12	0.5	0	0.5	1	12	0.9	-3	7
COc1ccc(N(CC(=O)N/N=C/c2ccc(-c3ccc([N+](=O)[O-])cc3)o2)S(=O)(=O)c2ccc(C)cc2)cc1	6	5.1	2	-0.3	4	33	1.1	-4	-8
Cc1[nH]n(-c2ccccc2)c(=O)c1-c1ccc(Cl)cc1	24	19	-1	-1.7	5	-6	0.5	-1	-6
CCOC(=O)CN1c2ccccc2NC(=O)CC1C (centres undefined)	-9	2.0	14*	0.5	5	10	0.6	2	-12
COc1ccc(NC(=O)Cn2ncc(Cl)c(Cl)c2=O)cc1S(=O)(=O)N1CCOCC1	4	6.1	3	-1.9	-6	-56	0.7	-4	-6
COc1cc(/C=N/Nc2nc(-c3ccc(S(=O)(=O)N(C)C)cc3)cs2)ccc1O	-1	14	-4	8.1	-2	49	3.0	-1	5
Cc1nc(SCC(=O)NCc2ccco2)nc(C)c1C	16	0.4	-1	0.4	-2	-2	0.4	-5	1
O=C(c1ccc(CNc2c(N3CCCC3)c(=O)c2=O)cc1)N1CCc2ccccc2C1	9	-1.9	-2	1.3	6	27	0.3	2	-4
Cc1cccc(OCC(=O)Nc2ccc(S(=O)(=O)Nc3cc(C)nc(C)n3)cc2)c1	20	0.6	4	0.3	3	-20	-0.4	-4	3
CCCCC(=O)NC(=S)NNC(=O)c1ccc(OC)cc1	24	-5.4	-4	-0.7	2	31	0.4	3	0
CCN(CC)S(=O)(=O)c1ccc(O)c(C(=O)OCC(=O)N2c3ccccc3CC2C)c1 (centres undefined)	8	1.6	-1	-1.3	-2	1	-0.5	-2	7
O=C(COC(=O)c1cccs1)NC12CC3CC(CC(C3)C1)C2	14	1.0	-2	2.9	1	23	0.7	-1	-6
C=C(C)C1CC=C(C)/C(=N/NC(=O)CNc2ccc(C)cc2C)C1 (centres undefined)	-9	0.9	0	-0.4	2	43	0.8	-1	-8
COc1ccccc1-c1nn2c(C(F)(F)F)nnc2s1	-5	-2.2	2	0.1	-3	-20	1.2	-3	-8
CC1=C(c2ccc(C)cc2)S(=O)(=O)N(CC(=O)O)C1=O	-4	1.3	2	2.4	6	30	0.7	3	-10
C=C1CC(C(=O)N/N=C/c2ccccc2)C1	27	1.0	-1	3.0	5	-5	0.2	0	-4
CCCCn1c(CN2CCN(c3ccc(F)cc3)CC2)nc2c1c(=O)n(C)c(=O)n2C	10	-5.6	-2	0.9	-1	41	0.7	-5	1
CCOC(=O)c1c[nH]c(=S)n1C	8	-0.6	1	-0.7	1	9	1.0	0	-9
COCc1[nH]c(=S)[nH]c(=O)c1C	13	1.3	-2	0.7	0	3	0.9	-1	-10
Cc1ccc(S(=O)(=O)C2(C(=O)N3CCCC(C)C3)CC2)cc1 (centres undefined)	4	-0.1	3	0.6	1	21	-0.7	-1	-5
Cc1ccc(C(=O)Cn2ncsc2=N)cc1	-16	-0.6	-2	-1.7	-2	-24	0.0	-5	7
CCN1C(=O)c2ccccc2S(=O)(=O)c2ccc(C(=O)N3CCOCC3)cc21	-2	1.6	-1	0.0	4	-11	1.5	3	-5
O=C(O)CSC(C(=O)Nc1ccc(Br)cc1)c1ccccc1 (centres undefined)	19	0.6	-1	0.5	4	-2	1.3	3	-1
COc1ccc(C2N(c3ccc(Cl)cc3)C(=O)C3CCCN32)cc1 (centres undefined)	13	1.1	-2	2.4	8	5	1.1	-2	2
Fc1ccc(NCc2ccccc2F)cc1Cl	6	12	5	-1.7	10	9	-1.2	-2	-8
CCN(CC)c1ccc(C=N/C(C#N)=C(\N)C#N)cc1	4	0.3	7	1.3	-3	37	0.5	-3	-6
Cc1ccc(C(=O)OCC(=O)c2ccc(Cl)s2)s1	0	-1.0	-2	-0.5	0	46	-1.3	-1	-1
CS(=O)(=O)N(CC(=O)Nc1cccc([N+](=O)[O-])c1)c1ccccc1F	9	-1.0	1	-0.6	4	-3	0.9	-6	3
CCOC(=O)c1ccc(NC(=O)Oc2cc(C)c(Cl)cc2C(C)C)cc1	19	0.0	-3	-0.9	-7	48	-1.2	0	2

Sorted by length of the SMILES (lowest first): some entries from above.
SMILES	PPC-1+TRAIL kill	TNF necrop inh	Wee1 stabilizer	TRPN1 ag	BaF3 parental	CHOP inh	TRPML3 agonist	Ba/F3 V617F tox	RBBP9 inh
Fc1ccc(NCc2ccccc2F)cc1Cl	6	12	5	-1.7	10	9	-1.2	-2	-8
Cc1ccc(C(=O)Cn2ncsc2=N)cc1	-16	-0.6	-2	-1.7	-2	-24	0.0	-5	7
Cc1ccc(C(=O)OCC(=O)c2ccc(Cl)s2)s1	0	-1.0	-2	-0.5	0	46	-1.3	-1	-1
CCN(CC)c1ccc(C=N/C(C#N)=C(\N)C#N)cc1	4	0.3	7	1.3	-3	37	0.5	-3	-6
O=C(O)CSC(C(=O)Nc1ccc(Br)cc1)c1ccccc1 (centres undefined)	19	0.6	-1	0.5	4	-2	1.3	3	-1
CC1=C(c2ccc(C)cc2)S(=O)(=O)N(CC(=O)O)C1=O	-4	1.3	2	2.4	6	30	0.7	3	-10
COc1ccc(C2N(c3ccc(Cl)cc3)C(=O)C3CCCN32)cc1 (centres undefined)	13	1.1	-2	2.4	8	5	1.1	-2	2
Cc1ccc(S(=O)(=O)C2(C(=O)N3CCCC(C)C3)CC2)cc1 (centres undefined)	4	-0.1	3	0.6	1	21	-0.7	-1	-5
CCOC(=O)c1ccc(NC(=O)Oc2cc(C)c(Cl)cc2C(C)C)cc1	19	0.0	-3	-0.9	-7	48	-1.2	0	2
CCN1C(=O)c2ccccc2S(=O)(=O)c2ccc(C(=O)N3CCOCC3)cc21	-2	1.6	-1	0.0	4	-11	1.5	3	-5
CS(=O)(=O)N(CC(=O)Nc1cccc([N+](=O)[O-])c1)c1ccccc1F	9	-1.0	1	-0.6	4	-3	0.9	-6	3

Continued.
SMILES	PPC-1+TRAIL kill	TNF necrop inh	Wee1 stabilizer	TRPN1 ag	BaF3 parental	CHOP inh	TRPML3 agonist	Ba/F3 V617F tox	RBBP9 inh
O=C(CSc1nc2ccccc2n1S(=O)(=O)c1ccccc1)N1CCCC1	4	0.4	2	-0.5	7	2	0.7	-4	-2
COc1ccc(-c2csc(NC(=O)c3ccc(N4C(=O)CCC4=O)cc3)n2)cc1	10	-0.7	2	2.4	7	-21	1.2	5	4
CCCNC(=O)C1CC(=O)N(c2ccc(OCC)cc2)C1 (centres undefined)	-5	0.1	3	1.5	2	17	0.1	5	-3
CC1CCN(S(=O)(=O)c2ccc(NC(=O)Cc3ccccc3)cc2)CC1	-35	2.7	1	1.2	2	85*	0.7	-5	-17
CCCNC(=O)c1ccccc1NC(=O)c1ccccc1SC	15	6.1	-2	-0.4	12	9	0.4	9	-2
COc1ccc(COc2cc(-c3cccc(OC)c3)nc3ccc(NC(=O)c4ccc(N(C)C)cc4)cc23)cc1	23	-9.5	4	1.8	75*	-2	0.0	76*	-7
Cc1cc(C)nc(/N=C2\NC(=O)CC(C(=O)O)N2CCc2c[nH]c3ccccc23)n1 (centres undefined)	14	1.2	-1	1.0	1	5	1.4	-1	-4
O=C(c1ccccc1F)N1CCN(c2cnn(-c3cccc(Cl)c3)c(=O)c2Cl)CC1	6	0.2	-2	6.6	10	9	1.2	2	2
CCC(C)NC(=O)C1CCN(S(=O)(=O)c2ccc(OC)cc2)CC1 (centres undefined)	-7	0.8	0	-0.1	2	3	0.1	1	1
COc1ccccc1N1CCc2c(C)nc3c(OC)cccc3c21	16	-2.9	2	0.2	11	9	0.7	45*	-4
Cc1nn(Cc2ccc([N+](=O)[O-])cc2)c(=O)n1N(C)c1ncc(C(F)(F)F)cc1Cl	13	0.5	-1	1.1	3	59	1.2	1	-6
COc1cccc(C(=O)N/N=C(/CCC(=O)O)c2ccccc2)c1	-8	0.1	0	-1.6	6	29	0.3	0	3
O=C1NCCN(Cc2cccc(Oc3ccccc3)c2)C1CC(=O)N1CCCCO1 (centres undefined)	1	-0.5	3	-0.8	9	14	-0.8	3	-2
CCNC(=S)N/N=C/c1ccc(OCc2ccc(C(=O)OC)cc2)cc1	-4	0.4	-2	0.1	1	-2	0.8	0	1
CCCCN(CC)CCCNC(=O)c1cc2cc3ccc(OC)cc3nc2o1	28	-8.2	-1	0.6	9	/	0.7	4	-9
O=C(Nc1cccc(Cl)c1)Nc1nnc(-c2ccncc2)s1	11	-3.3	0	3.4	7	92*	1.2	4	-3
CCOc1cc2[nH]c(=O)n(Cc3ccccc3)c(=O)c2cc1OCC	0	0.4	-1	0.3	5	-4	1.3	-2	-10
Cc1ccc(O)c(-c2cc(C(F)(F)C(F)F)nc(-c3ccccc3)n2)c1	10	-2.0	-2	1.2	4	11	0.9	-1	-2
CCOC(=O)C1=C(O)C(=O)NC(c2ccccc2)=C(OC2CCCCC2)C1	10	0.2	-1	1.7	5	37	0.8	-3	-6
COc1ccc(N(Cc2cc3ccc(C)cc3[nH]c2=O)C(C)=O)cc1	-2	0.1	-1	3.4	8	-1	1.2	2	-8

Screening results deposited in PubChem BioAssay by several laboratories.
